# Source: PubChem BioAssay (National Center for Advancing Translational Sciences (NCATS))
# GAA glycogen mod: alters human alpha-glucosidase cleavage of glycogen. P10253. AID 2100. Potency, µM (highest dose often 76.4 µM), inactives show top-dose activity change, negative = inhibition, usual class: inhibitors. recombinant GAA, glycogen substrate, Amplex Red glucose oxidase fluorescence. 0.38% of 300,000 active; active = well fitted inhibition curve with a large enough effect;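 also: 0% = full enzyme reaction and -100% = no-enzyme basal signal; the screen sought inhibitors and activators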
#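 Recombinant human enzyme (4 nM); glycogen substrate; 37 C, 40 min, pH 5.0. Readout: coupled glucose oxidase/Amplex Red fluorescence.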
# * marks the source's active call; other numbers are inactive results; [ ] = another dose, or the depositor's remark. Potency is read from the fitted curve at half-maximal effect. An excerpt (hit frequency here may not be typical).
Structure | GAA glycogen mod
Cc1ccc(-c2cnn3c(N4CCOCC4)cc(C)nc23)cc1 | 2%
COc1cccc(NC(=S)Nc2ccc(F)cc2)c1 | -10%[76.3 µM]
Cc1cnc(C(=O)N2CCCC(N3CCN(c4ccccc4C)CC3)C2)cn1 (stereo not given) | -2%[76.3 µM]
CC(=O)Nc1ccc(NC(=O)C2CCCN(S(=O)(=O)c3ccc(Cl)cc3)C2)cc1 (stereo not given) | 1%
COc1ccccc1CCNC(=O)C(=O)NCC1OCCN1S(=O)(=O)c1ccc(OC)c(OC)c1 (stereo not given) | 26%[76.3 µM]
CCc1c(C)nc2nncn2c1Nc1cccc(C)c1 | 2%[76.3 µM]
Cc1ccc(OCc2cc(C(=O)NCC(C)c3ccccc3)no2)cc1C (stereo not given) | -5%[76.3 µM]
Cc1ccc(S(=O)(=O)N2CCN3CCCC3C2)cc1 (stereo not given) | -2%[76.3 µM]
Cc1cc(OCC(=O)C(C)(C)C)c2c(-c3ccccc3)cc(=O)oc2c1 | 1%
COc1ccc2c(ccn2S(=O)(=O)c2ccccc2)c1 | -19%[76.3 µM]
O=C(NC1CCCCC1)c1cc(-n2cnnc2)ccc1Cl | -2%[76.3 µM]
CCn1c(C(=O)N2CCC(C(=O)NCCc3ccc(OC)cc3OC)CC2)cc2sccc21 | -6%[76.3 µM]
Cc1onc(-c2ccccc2)c1C(=O)N/N=C/c1ccc(Br)cc1 | -16%[76.3 µM]
COc1ccc(S(=O)(=O)N2CCc3ccccc32)cc1C(=O)O | 17%[76.3 µM]
CC(=O)Oc1ccc(-c2ccc(C(=O)OCC(=O)N(C)CC(=O)Nc3ccccc3Cl)cc2)cc1 | 1%[76.3 µM]
Cc1ccc(C)c(NC(=O)Nc2csc3c2CCCC3)c1 | -8%[76.3 µM]
CCOc1ccc(-c2cc3nc(C4CCN(C(=O)OC(C)(C)C)CC4)c(C(=O)Nc4cccc(Cl)c4C)cn3n2)cc1 | -5%[76.3 µM]
COc1ccccc1NC(=O)c1ccc2[nH]c(C)cc(=O)c2c1 | 13%[76.3 µM]
Cc1ccc(NC(=O)Cn2c(=O)n(Cc3ccco3)c(=O)c3ccc(C(=O)NC4CCCC4)cc32)c(C)c1 | 18%[76.3 µM]
COc1ccc(C2CC(c3cccs3)=NN2C(=O)CSC2=NCCS2)cc1 (stereo not given) | 6%[76.3 µM]
CCOc1ccc(NC(=O)c2cnn3c(C(F)F)cc(-c4ccc(C)cc4)nc23)cc1 | -3%[76.3 µM]
COc1cc2c(=O)n(Cc3ccco3)c(=O)n(CC(=O)Nc3ccc(F)cc3)c2cc1OC | 9%[76.3 µM]
O=C(NCc1ccco1)C1CC(O)CN1C(=O)Nc1ccccc1 (stereo not given) | 4%
Cc1ccc(NC(=O)Cn2c(=O)n(CCCCCC(=O)NCc3ccc(F)cc3)c(=O)c3sccc32)c(C)c1 | 10%[76.3 µM]
O=C(CNC(=O)c1cc2c(n(-c3ccccc3)c1=O)CCCC2=O)c1ccccc1 | -22%[76.3 µM]
CC(=O)N1c2ccc(S(=O)(=O)N3CCCC(C(=O)Nc4ccc(F)cc4)C3)cc2CC1C (stereo not given) | 11%[76.3 µM]
COc1cc(S(=O)(=O)NCc2ccncc2)c(OC)cc1C | -2%[76.3 µM]
O=C(CNC(=O)c1ccccc1F)NCCc1ccc(Cl)cc1 | 2%
O=C(CCCN1C(=O)/C(=C\c2cccs2)SC1=S)Nc1cc([N+](=O)[O-])ccc1O | 0%[76.3 µM]
Cc1ccccc1NC(=O)c1cc2c(=O)n3cccc(C)c3nc2s1 | 11%[76.3 µM]
Cc1cccc(N2CCN(C(=O)c3ccc(-n4cncn4)c([N+](=O)[O-])c3)CC2)c1C | -8%[76.3 µM]
COc1cc(OC)c(S(=O)(=O)Nc2ccccc2C(=O)O)cc1S(=O)(=O)Nc1ccccc1C(=O)O | -9%[76.3 µM]
Cc1ccc2oc(C(=O)Nc3sc4c(c3C(=O)NCC3CCCO3)CCC4)cc(=O)c2c1 (stereo not given) | -3%[76.3 µM]
C/C(=N/NC(=O)CNC(=O)c1cccnc1)c1ccc(Cl)c(Cl)c1 | -2%
COCCc1ncc(CN2CCCC(C(=O)Nc3cccc(-c4cccc(C)c4)c3)C2)cn1 (stereo not given) | -3%[76.3 µM]
Cc1ccc(Cl)cc1NC(=O)N1CCc2cc(S(=O)(=O)N3CCC(C)CC3)ccc21 | 5%[76.3 µM]
COc1ccc(OC)c(S(=O)(=O)N2CCCC2C(=O)N2CCc3ccccc3C2)c1 (stereo not given) | 1%
COc1cc(C(=O)O[C@H]2C/C(C)=C/CC[C@@]3(C)O[C@@H]3[C@H](O)[C@@H]2C(C)C)cc(OC)c1OC | 3%
CCCCOC(=O)c1ccc(NC(=O)c2ccc3c(c2)CCN3S(C)(=O)=O)cc1 | -3%[76.3 µM]
COc1ccccc1N1C(N)=NC(N)=NC12CCCCC2 | 2%
Cc1ccc(NC2CCCN(C(=O)CSc3ccccn3)C2)cc1C (stereo not given) | 7%[76.3 µM]
CCOC(=O)c1c(C)oc2ncnc(N3CCN(c4cccc(Cl)c4)CC3)c12 | -13%[76.3 µM]
Cc1ccc(NC(=O)N2CCCCCC2)cc1 | -4%[76.3 µM]
CC1CCN(S(=O)(=O)c2ccc3c(c2)N(CC(=O)Nc2ccc(F)c(Cl)c2)C(=O)CO3)CC1 | 5%[76.3 µM]
CSc1ccc(C(=O)N2CCc3ccc(NC(=O)c4ccccn4)cc3C2)cc1 | -18%[76.3 µM]
COc1ccc(C(=O)NCc2nnc(SCC(=O)Nc3cc(OC)ccc3OC)o2)cc1 | -6%[76.3 µM]
CCOc1ccc(C(=O)Nc2onc3c2CCCC3)cc1 | 14%[76.3 µM]
NS(=O)(=O)c1ccc(CNC(=O)c2cccnc2Cl)cc1 | 1%
CCOC(=O)N1CCN(C(=O)CCc2cc(OC)c(OC)c(OC)c2)CC1 | -8%[76.3 µM]
CCN(CC)N=Nc1ccc(S(=O)(=O)Nc2c(C)n(C)n(-c3ccccc3)c2=O)cc1 | -3%[76.3 µM]

# More entries
Structure | GAA glycogen mod
O=C(c1ccc2ncsc2c1)N1CCN(c2nc3ccccc3s2)CC1 | -1%[76.3 µM]
Cc1ccccc1COc1cccc(/C=N/NC(=O)c2nnn(-c3nonc3N)c2C)c1 | 2%[76.3 µM]
Cc1cc(-c2ccc(C)c(S(=O)(=O)NCc3ccc(OC(C)C)cc3)c2)on1 | -4%[76.3 µM]
CNC(=O)c1ccccc1NC(=O)C1CC(=O)N(C(C)C)C1 (stereo not given) | -12%[76.3 µM]
CCOC(=O)c1ccc(NC(=O)c2ccc3c(c2)NC(=O)c2ccccc2S3)cc1 | 10%[76.3 µM]
CC(CN1C(C)CCCC1C)OC(=O)c1ccccc1F (stereo not given) | 2%
O=C1Nc2ccccc2/C1=C/c1ccc([N+](=O)[O-])cc1 | -4%
O=C(NC1CCCN(Cc2ccc(Cl)cc2)C1)c1c(F)ccc(F)c1F (stereo not given) | -10%[76.3 µM]
Cc1cc(C)c2c(N)c(C(=O)Nc3ccccc3F)sc2n1 | -1%[76.3 µM]
CC(C)OCCCNC(=O)c1ccc2c(c1)NC(=O)c1ccccc1S2 | -16%
Cc1ccc(S(=O)(=O)N(C)C)cc1NC(=O)C1Cc2ccccc2CN1C(=O)c1ccco1 (stereo not given) | 3%
COc1cccc(OC)c1/C=C/C(=O)NC1CCCCC1 | -3%[76.3 µM]
CCOC(=O)C1CCN(c2nc3c(S(=O)(=O)c4ccc(CC)cc4)nnn3c3ccc(Cl)cc23)CC1 | -8%[76.3 µM]
Clc1ccc(CN2CCCCCC2)cc1 | 0%[76.3 µM]
COc1ccc(NC(=O)NC2(C)CCS(=O)(=O)C2)cc1 (stereo not given) | -5%[76.3 µM]
COc1ccc(-c2nc(CS(=O)CC(=O)NCc3ccccc3OC)c(C)o2)cc1 (stereo not given) | 0%[76.3 µM]
CS(=O)(=O)Nc1nnc(CCc2ccccc2)s1 | -5%[3.05 µM]
O=C1CSC(c2ccc(F)c(F)c2)N1c1ccccc1F (stereo not given) | -8%
Cn1nccc1C(=O)NC1CCCc2c1cnn2-c1ccc(C(C)(C)C)cc1 (stereo not given) | -11%[76.3 µM]
Cc1ccc(N2C(=O)N3[C@H](c4ccc(Cl)cc4)[C@@H]4C(=O)N(C5CCCCC5)C(=O)[C@@H]4[C@]3(Cc3ccccc3)C2=O)cc1 | 4%[76.3 µM]
CCCCNC(=S)NNC(=O)C1=NN(c2cc(C)ccc2C)C(=O)CC1 | -11%[76.3 µM]
C/C(CC(=O)Nc1ccc(F)cc1F)=N\NC(=O)C(=O)N1CCCCC1 | -7%
CC(C)Nc1ncnc2c1cnn2Cc1ccc(Cl)cc1 | 7%
COc1ccc(NC(=O)CSc2oc(-c3ccc(C)cc3)nc2S(=O)(=O)c2ccc(C)cc2)c(OC)c1 | -14%[76.3 µM]
CC1CCCCN1C(=O)CCNC(=O)Cn1cnc2ccccc2c1=O (stereo not given) | 2%
COC(=O)CSc1nnc(-c2c[nH]c3ccccc23)o1 | -11%[76.3 µM]
COc1cccc(NC(=O)N2C3CCCC2CC(NC(C)=O)C3)c1 (stereo not given) | 0%[76.3 µM]
N#Cc1ccncc1S(=O)c1ccc(Cl)cc1 (stereo not given) | 7%
COc1cccc(NC(=O)N2CCc3ccccc3C2)c1 | -8%[76.3 µM]
CCOC(=O)N1CCC(NC(=O)c2cc(COc3ccc(F)cc3Cl)on2)CC1 | -3%[76.3 µM]
CC(=O)c1ccc(OCc2cc(C(=O)N(C)C(C)c3nccs3)no2)cc1 (stereo not given) | -11%[76.3 µM]
COc1ccc(-n2nc3cc(C)c(N)cc3n2)cc1Cl | 14%[76.3 µM]
CCCCNc1nc2c(-c3cccc(C)c3)nnn2c2ccccc12 | 13%[76.3 µM]
CCN(CC)C(=O)Oc1ccc2c(c1)O/C(=C\c1ccco1)C2=O | -5%
COc1ccc(/C=C(\C#N)C(=O)Nc2cccc(C)n2)cc1 | 0%
Cn1cc(-c2cc3n(n2)CCC(=O)N3CC(=O)O)c2ccccc21 | 15%[76.3 µM]
COc1cccc(N2CCN(c3nc(C)cc(C)c3C#N)CC2)c1 | -8%[76.3 µM]
Cc1c(C(=O)N(Cc2cccc(F)c2)C2CCS(=O)(=O)C2)oc2cc(Br)ccc12 (stereo not given) | -3%[76.3 µM]
CCC1=C(c2cc(OC)c(OC)c(OC)c2)C2(CCCC2)C(=O)O1 | 18%[76.3 µM]
Cc1ccc2cc3cc(C(=O)NC4CCCCC4)oc3nc2c1 | 3%[76.3 µM]
CC(C)CC(=O)Nc1cccc(-c2nc3ncccc3o2)c1 | 2%
CC(C)N(C(=O)Cn1cc(S(=O)(=O)Cc2ccc(C(F)(F)F)cc2)c2ccccc21)C(C)C | -5%[76.3 µM]
Cc1ccc(CN(Cc2ccco2)C(=O)c2ccccc2Br)o1 | 10%[76.3 µM]
COCCC(=O)N1CCC(Oc2ccc(C(=O)NCCc3ccccn3)cc2)CC1 | 3%[76.3 µM]
O=C(CN1CCCCC1)N/N=C/c1ccc(Cl)cc1 | -9%[76.3 µM]
CN(Cc1cnn(C)c1)C(=O)C1CCC(=O)N(Cc2ccc(Cl)cc2)C1 (stereo not given) | -2%[76.3 µM]
Cc1cc(C)n(-c2nc3ccccc3nc2Nc2cc(C(=O)O)ccc2C)n1 | 18%[76.3 µM]
COc1ccc([N+](=O)[O-])cc1NC1CCN(C(=O)c2cccs2)CC1 | -5%[76.3 µM]
Cc1nc([N+](=O)[O-])cn1CC(=O)c1ccc(Cl)cc1 | 6%
COc1cccc2cc(CC(=O)c3ccccc3)c(=O)oc12 | -3%

# Some values from the entries so far.
# `Cc1ccc2cc3cc(C(=O)NC4CCCCC4)oc3nc2c1` | GAA glycogen mod: 3%[76.3 µM]
# `CCCCNc1nc2c(-c3cccc(C)c3)nnn2c2ccccc12` | GAA glycogen mod: 13%[76.3 µM]
# `COc1cccc2cc(CC(=O)c3ccccc3)c(=O)oc12` | GAA glycogen mod: -3%

# Random excerpt: 2 compounds from above, in no set order.
Structure | GAA glycogen mod
COc1cccc(NC(=O)N2C3CCCC2CC(NC(C)=O)C3)c1 (stereo not given) | 0%[76.3 µM]
CC(=O)c1ccc(OCc2cc(C(=O)N(C)C(C)c3nccs3)no2)cc1 (stereo not given) | -11%[76.3 µM]

# New compounds follow.
Structure | GAA glycogen mod
Cc1ccccc1C(=O)N1CCN(c2ccc(NC(=O)c3ccco3)cc2)CC1 | -5%
CCc1ccccc1NC(=O)C1CCCN1C(=O)NCc1ccccc1 (stereo not given) | 3%
O=c1ccc(-c2ccc(S(=O)(=O)Nc3ccccc3)o2)n[nH]1 | -7%[76.3 µM]
CCc1cccc(NC(=O)CCS(=O)(=O)c2ccc(Br)cc2)c1 | 2%
O=C(c1ccc2c(Cl)c3c(nc2c1)CCCC3)N1CCN(c2ccccc2)CC1 | -8%[76.3 µM]
O=C(NCCCC(=O)N1CCCCC1)c1ccc(Cl)cc1 | 1%[76.3 µM]
Nc1nc2cc3ccccc3cc2[nH]c1=O | -6%[76.3 µM]
CCN1CCN(C(=O)c2cc(S(=O)(=O)N3CCCCC3)ccc2Cl)CC1 | -8%[76.3 µM]
O=C(Cc1c(F)cccc1Cl)Nc1ccccc1C(=O)N1CCOCC1 | 1%[76.3 µM]
CCCCC(=O)Nc1ccc(N2CCN(C(=O)c3ccco3)CC2)cc1 | -5%[76.3 µM]

# Compounds listed so far containing an aryl thioether with sulfur outside any ring (five):
Structure | GAA glycogen mod
Cc1ccc(NC2CCCN(C(=O)CSc3ccccn3)C2)cc1C (stereo not given) | 7%[76.3 µM]
CSc1ccc(C(=O)N2CCc3ccc(NC(=O)c4ccccn4)cc3C2)cc1 | -18%[76.3 µM]
COc1ccc(C(=O)NCc2nnc(SCC(=O)Nc3cc(OC)ccc3OC)o2)cc1 | -6%[76.3 µM]
COc1ccc(NC(=O)CSc2oc(-c3ccc(C)cc3)nc2S(=O)(=O)c2ccc(C)cc2)c(OC)c1 | -14%[76.3 µM]
COC(=O)CSc1nnc(-c2c[nH]c3ccccc23)o1 | -11%[76.3 µM]
